High-throughput results (PubChem BioAssay)
RXFP1 antag = qHTS Assay for Antagonists of the Relaxin Receptor RXFP1; 350,000 tested, 0.59% active; Relaxin receptor 1 (Homo sapiens), Q9HBX9; activity change, negative = inhibition, % at 57.5 µM; HEK293-RXFP1, relaxin-stimulated cAMP HTRF, 30 min; hits give low values;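 active = activity change of -60% or lower, but not beyond a set lower limit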; also: % is scaled to controls: 0 for no effect and ±100 for the full control effect
Target sequence (Q9HBX9 whole entry, looked up): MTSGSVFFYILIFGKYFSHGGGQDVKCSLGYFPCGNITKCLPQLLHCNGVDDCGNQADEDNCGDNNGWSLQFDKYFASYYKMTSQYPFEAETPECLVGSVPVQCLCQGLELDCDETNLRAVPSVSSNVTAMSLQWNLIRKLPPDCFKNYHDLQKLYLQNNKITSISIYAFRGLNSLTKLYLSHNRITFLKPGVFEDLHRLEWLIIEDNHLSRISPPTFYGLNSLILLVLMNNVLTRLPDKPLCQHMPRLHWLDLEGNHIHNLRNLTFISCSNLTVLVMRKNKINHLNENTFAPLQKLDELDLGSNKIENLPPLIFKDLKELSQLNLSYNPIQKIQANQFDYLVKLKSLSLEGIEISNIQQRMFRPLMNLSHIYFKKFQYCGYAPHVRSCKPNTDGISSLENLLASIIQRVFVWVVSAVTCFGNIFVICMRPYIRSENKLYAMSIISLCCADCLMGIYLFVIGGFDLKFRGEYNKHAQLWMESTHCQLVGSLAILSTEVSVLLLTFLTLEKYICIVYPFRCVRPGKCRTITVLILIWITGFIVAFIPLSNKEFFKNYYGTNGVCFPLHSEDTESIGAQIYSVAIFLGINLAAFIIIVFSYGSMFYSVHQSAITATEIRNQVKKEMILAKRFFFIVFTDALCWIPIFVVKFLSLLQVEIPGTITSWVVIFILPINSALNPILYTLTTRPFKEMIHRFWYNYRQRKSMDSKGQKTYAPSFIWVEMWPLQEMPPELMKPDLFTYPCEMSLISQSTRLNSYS
D1 ag = Allosteric Agonists of the Human D1 Dopamine Receptor: qHTS. HEK293 T-REx D1 cells, calcium flux, agonist mode. activation, % at 2 µM. 360,000 tested, 1% active. AID 504660, 2011; also: 0% is about no effect
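Tetracycline-induced HEK293 TREx D1 cells, force-coupled to calcium signalling, were dye-loaded with a no-wash calcium kit. Compound was pin-added after a 10 s baseline. Fluorescence was read kinetically at 1 cycle/s for 180 s, with calcium rises flagged as agonism.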
D2 agonist = HTS Assay for Allosteric Agonists of the Human D2 Dopamine Receptor: Primary Screen for Agonists | D(2) dopamine receptor (Homo sapiens), P14416 | HEK293 T-REx D2 cells, calcium flux agonist mode | activation, % at 2 µM | 340,000 tested, 0.53% active | AID 485358, 2010;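 active = activation over 3 SD above normal in the single-dose calcium agonist read, cut at about 30% in these data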; also: 0% is about no effect
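Tetracycline-induced HEK293 Trex cells with D2 receptor force-coupled to calcium signaling, plated overnight at 30 C and loaded with no-wash calcium dye. Calcium flux read kinetically for 180 s after compound addition; responses flag agonists.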
D1 potentiator = Potentiators of Human D1 Dopamine Receptor: qHTS. D(1A) dopamine receptor (Homo sapiens), P21728. HEK293 TREx D1 cells, calcium flux, dopamine EC20 potentiation. potentiation, % at 10 µM. 360,000 tested, 0.036% active. AID 504651, 2011; in the data active = potentiation above about 30%; also: 0% is about no effect
TRHR ag = qHTS for Small Molecule Agonists and Allosteric Enhancers of Human TRH Receptor: Primary Screen for Agonists. Thyrotropin-releasing hormone receptor (Homo sapiens), P34981. TRHR cells, calcium flux fluo-8, FDSS agonist mode. activation, % at 2 µM. 360,000 tested, 0.18% active; also: 0% is about no effect
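Read-out: compound-evoked intracellular calcium rise in TRHR cells, fluo-8 dye, kinetic FDSS fluorescence at 1 s/cycle following a 10-cycle baseline. Cells cultured overnight before dye loading (30 min–1.5 h, RT).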
TRHR PAM = qHTS for Small Molecule Agonists and Allosteric Enhancers of Human TRH Receptor: Primary Screen for Enhancers; TRHR cells, fluo-8 calcium fluorescence, EC20 TRH enhancement; enhancement, % at 2 µM; 360,000 tested, 0.66% active; AID 493056, 2011; in the data active = enhancement above about 30%; also: 0% is about no effect
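Enhancer read-out: after compound pinning and an initial kinetic agonist-mode read, an EC20 of TRH (10 nM final) was injected and fluo-8 calcium signal (Ex 480/Em 530) followed at 1 s/cycle for 100 cycles in TRHR-expressing cells.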
D1 antag = Antagonist of Human D 1 Dopamine Receptor: qHTS | D(1A) dopamine receptor (Homo sapiens), P21728 | HEK293 TREx D1 cells, calcium flux, dopamine EC80; hits give low values | activity change, negative = inhibition, % at 10 µM | 360,000 tested, 3.2% active; in the data active = activity change below about -30%; also: % is scaled to controls: 0 for no effect and ±100 for the full control effect
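Tetracycline-induced HEK293 T-REx cells with force-coupled D1 receptor were loaded with a no-wash calcium dye. Compound was added after a 10 s baseline and read kinetically for 180 s; EC80 dopamine was then added and calcium flux followed another 180 s.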
D2 PAM = HTS Assay for Positive Allosteric Modulators of the Human D2 Dopamine Receptor: Primary Screen for Potentiators | potentiation, % at 10 µM | AID 485347, 2010 | HEK293 T-REx D2, calcium flux, EC20 dopamine potentiation | 340,000 tested, 0.34% active;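 active = potentiation over 3 SD above the plate norm, cut at about 30% in these data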; also: 0% is about no effect
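Using a no-wash calcium dye in inducible, force-coupled HEK293 Trex cells expressing D2, we tracked fluorescence each second for 180 s after compound, then for 180 s after EC20 dopamine to detect augmented signalling.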
D2 antagonist = HTS Assay for Allosteric Antagonists of the Human D2 Dopamine Receptor: Primary Screen for Antagonists | D(2) dopamine receptor (Homo sapiens), P14416 | 340,000 tested, 2% active | inhibition, % at 10 µM | HEK293 TREx D2 cells, calcium flux, dopamine EC80; in the data active = inhibition above about 30%; also: 0% is about no effect
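Calcium flux kinetic readout in an inducible HEK293 TREx D2 line plated overnight at 30 C. After 180 s compound exposure, an EC80 dopamine challenge follows with another 180 s kinetic read to detect antagonism.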
* marks the source's active call; other numbers are inactive results; . = not tested or not shown. Rule as the data show it, unless noted: active = activation above about 30%; inactive = the rest.

SMILES	RXFP1 antag	D1 ag	D2 agonist	D1 potentiator	TRHR ag	TRHR PAM	D1 antag	D2 PAM	D2 antagonist
CCc1ccc(N(CC)C(=O)Cn2cnc3sc(C)c(S(=O)(=O)N4CCN(c5ncccn5)CC4)c3c2=O)cc1	.	-1	0.3	1	0.2	3	-8	-3	.
COc1cc(CN2CCNC(=O)C2CC(=O)NCc2csc(C(C)C)n2)cc(OC)c1 (configuration not stated)	3	-1	1.3	1	-0.2	0	3	0	2
COc1cc(NC(=O)CC(c2cccs2)N2Cc3ccccc3C2=O)cc(OC)c1OC (configuration not stated)	.	-1	-1.3	1	-0.7	0	-5	5	.
O=C(O)C1C2C=CC(O2)C1C(=O)NCCCn1ccnc1 (configuration not stated)	.	4	0.6	4	0.5	4	17	-4	-17
COC(=O)c1c(NC(=O)C2C3CCC(O3)C2C(=O)O)sc2c1CCCCCC2 (configuration not stated)	-3	3	.	1	-1.0	10	1	4	.
CSc1ncc(C(=O)Nc2cccc(Cl)c2)c(C)n1	5	4	-1.0	-4	-0.2	14	0	-4	3
Cc1ccc(C(=O)NC(=S)Nc2ccccc2C(F)(F)F)cc1	-5	1	2.0	1	0.4	-11	32	1	-10
COCC(=O)OCC(=O)Nc1cc(C)c(C)cc1[N+](=O)[O-]	-32	1	0.5	5	0.1	3	10	-20	-12
CC1CCN(S(=O)(=O)c2ccc(NC(=O)CNC3CCCCC3)cc2)CC1	-104*	3	-0.4	.	-0.4	-8	-23	-3	0
COc1cccc(C(=O)Nc2ccccc2-c2nnc(-c3cccc(OC)c3)o2)c1	.	3	.	-6	0.0	2	-8	.	.
CC(C)(C)OC(=O)N1Cc2ccccc2C[C@H]1C(=O)N1CCC[C@H]1C(=O)O	-15	3	-0.3	-6	-1.3	7	8	7	-18
CCOC(=O)CSc1nnc(-c2cccc(Br)c2)o1	-2	9	-2.8	-5	-0.6	-3	-16	5	-12
CCOc1ccc2oc(=O)cc(C)c2c1	0	2	1.7	4	0.0	-12	0	17	-21
O=C(Nc1cccc(Cl)c1Cl)c1cc(S(=O)(=O)N2CCC3(CC2)OCCO3)ccc1F	-5	-1	0.9	1	0.4	-10	-4	17	.
COc1ccc(OC)c(/C=N/NC(=O)c2[nH]nc3c2CCc2ccccc2-3)c1	-7	2	-1.2	-1	0.1	3	12	-7	-1
CCOC(=O)C1=C(COC(=O)CCc2ccc(CC)cc2)NC(=O)NC1C (configuration not stated)	-2	0	-1.0	3	-0.6	9	30	1	7
CC1(C)Cc2c(sc3[nH]c(=S)n(Cc4ccccc4)c(=O)c23)CO1	-11	0	-0.5	-1	-0.7	23	-17	-2	-9
COc1ccc(S(=O)(=O)NCC(c2ccc(F)cc2)N2CCN(C)CC2)cc1 (configuration not stated)	-3	1	0.6	-3	0.3	-7	7	1	4
COc1ccc(/C(O)=C2/C(=O)C(=O)N(c3nc(C)c(C)s3)C2c2ccco2)cc1 (configuration not stated)	-3	1	-1.9	-6	0.0	2	8	-3	2
Cc1ccn(-c2ccc([N+](=O)[O-])cc2)n1	16	3	-1.3	-2	-1.2	4	-5	-25	-3
CC(=O)O[C@H]1CC[C@@]2(C)C(=CC[C@H]3[C@@H]4CC[C@H](C5(C)OCCO5)[C@@]4(C)CC[C@@H]32)C1	.	0	-1.0	-3	-0.1	3	-5	5	3
Cc1cc(C)n(-c2nnc(C)n2N)n1	-4	1	0.1	3	0.0	-1	13	8	-7
Cc1ccccc1OC/C(O)=C(\C#N)c1nc2ccccc2[nH]1	-6	8	-2.5	1	0.2	1	-1	8	-18
CCOc1ccccc1NC(=O)c1ccccc1N(C)S(C)(=O)=O	-3	2	0.9	3	-0.1	6	-8	2	16
O=C1N/C(=N/c2ccccn2)SC1Cc1ccccc1 (configuration not stated)	10	6	0.8	1	-1.1	24	1	6	-1

The listing continues.
SMILES	RXFP1 antag	D1 ag	D2 agonist	D1 potentiator	TRHR ag	TRHR PAM	D1 antag	D2 PAM	D2 antagonist
CCc1ccc(CNC(=O)CCc2cn(C)c3ccccc23)cc1	-20	0	0.8	-2	0.1	5	13	-5	-8
COc1ccc(NC(=O)c2c(Cl)cnn2C)c(C)c1	5	1	0.4	-1	-0.6	-4	3	11	-25
Cc1nn(C)cc1NC(=O)CCSc1nc(-c2ccco2)cc(C(F)(F)F)n1	0	2	1.1	0	0.5	3	0	.	29
CN(CCOc1ccccc1)C(=O)c1cc([N+](=O)[O-])ccc1N1CCOCC1	-17	6	-0.6	-2	-0.9	3	2	9	-16
COc1ccc(N=C2NC(=O)C(CC(=O)NCCc3ccc(OC)c(OC)c3)S2)cc1 (configuration not stated)	-7	4	.	0	0.0	2	-38*	-3	.
CC(C)NC(=O)COc1cccc2ccccc12	-4	1	-1.7	-2	-1.0	6	-7	-7	10
CN(c1ccccc1)c1ccc(/C=C(\CCC(=O)O)c2nc3ccccc3s2)cc1[N+](=O)[O-]	-15	2	-0.1	2	-0.6	3	-13	8	0
O=C(Cc1cc2ccccc2o1)NCc1ccc(F)cc1	-5	1	-0.1	-5	-0.5	-6	-11	0	-12
CCCc1nn2c(=O)cc(CSCC(=O)Nc3nnc(CC)s3)nc2s1	5	4	0.1	6	0.6	8	-1	7	-13
CCOc1cc(-c2sc(Nc3ccccc3)n[n+]2-c2ccc(F)cc2)ccc1OC	.	0	-0.3	-3	-0.6	3	0	5	-1
Cc1c(Cl)cccc1NC(=O)c1cnc2sc(N3CCOCC3)nn2c1=O	-3	0	-0.2	-4	-0.7	2	-22	12	.
Cc1nc(S(=O)(=O)c2cccc(Cl)c2)nc2c1CCC2	.	-1	-0.3	-4	-0.1	2	-3	-1	-8
CCOC(=O)C(=CNc1cc(C)ccc1C)C(=O)OCC	-9	3	2.6	8	-0.5	8	12	18	18
Cc1cc(-c2cccs2)c(C#N)c(=S)[nH]1	2	3	-1.8	-2	-1.3	-2	-6	7	-2
O=C(CCNC(=O)Cn1ccc2ccccc2c1=O)NCCN1CCN(c2cccc(Cl)c2)CC1	2	2	.	-4	0.5	3	2	-18	.
Cc1nn(-c2ccccc2)c2c1C1(C(=O)Nc3ccccc31)N1C(=N2)Sc2ccccc21 (configuration not stated)	-9	0	0.2	8	-0.1	-4	33	-4	12
COc1cccc(C2/C(=C(\O)c3ccc4c(c3)OCCO4)C(=O)C(=O)N2CCCN2CCOCC2)c1OC (configuration not stated)	17	1	0.6	-6	0.2	0	5	-1	-16
CSc1ccc(CCNC(=O)c2cnn(-c3ccccc3)c2-n2cccc2)cc1	.	9	.	2	0.2	2	1	26	.
Cc1nn(Cc2ccc(C(=O)NC3CCCCC3)o2)c(C)c1Br	-6	3	0.4	-5	-2.0	-8	2	7	9
CC1CCN(CC(=O)Nc2ccc(S(=O)(=O)N3CCC(C)CC3)cc2)CC1	-16	11	1.2	-4	0.5	0	-4	-1	-5
Cc1nnc(SCC(=O)NNC(=O)c2ccc(Cl)cc2)s1	1	1	-2.4	-7	0.0	-6	0	.	-2
Oc1c(Br)cc(Br)cc1CNn1cnnc1	-5	3	6.5	0	-0.9	11	2	6	12
Cc1cc2c(c(=O)n1CC1CCCO1)C(c1ccc3c(c1)OCO3)C(C#N)=C(N)O2 (configuration not stated)	-6	-1	0.6	-8	-0.3	-2	3	21	-10
COc1ccc2c(c1)-c1c(sn(-c3ccc(OC)c(OC)c3)c1=S)C(C)(C)N2	3	-1	-0.7	6	-0.5	12	3	9	-6
CSCCC(NS(=O)(=O)c1ccc(C)c(C(=O)O)c1)C(=O)O (configuration not stated)	6	2	-0.5	-4	-0.8	4	-19	-1	-3

Continued.
SMILES	RXFP1 antag	D1 ag	D2 agonist	D1 potentiator	TRHR ag	TRHR PAM	D1 antag	D2 PAM	D2 antagonist
CCN(CC)CCn1c(NCc2cccc(OC)c2OC)nc2ccccc21	0	-1	-0.4	-3	-0.4	0	-12	-19	-31
CCN(CC)CCNC(=O)c1ccc(NC(=O)c2ccc(COc3ccccc3)cc2)cc1	6	3	-0.6	-7	-1.3	1	3	0	-2
COc1cccc(NC(=O)CN(C)S(=O)(=O)/C=C/c2ccccc2)c1	-3	2	-2.4	-2	-0.4	9	5	2	-23
C=CCn1c(SCc2nc3sc(C(=O)O)c(C)c3c(=O)[nH]2)nnc1-c1ccc(C(C)(C)C)cc1	-11	3	0.5	-3	0.7	6	30	3	0
CCN(CC)CCCNC(=O)Cn1cnc2ccc(S(=O)(=O)N3CCC(C)CC3)cc2c1=O	8	2	-0.1	-5	0.5	-6	-39*	1	7
CC(OC(=O)c1cc(-c2cccnc2)nc2ccccc12)C(=O)Nc1ccc2ccccc2c1 (configuration not stated)	5	1	-0.2	-7	-0.1	-1	-4	-9	1
CCCc1cc(C(=O)NCc2ccccc2)no1	-11	-1	-0.1	-5	-0.2	-2	-6	11	-13
COc1ccc(NC(=O)CN2CCN(S(=O)(=O)N3CCCCCC3)CC2)cc1	6	2	5.2	-11	0.3	-1	10	.	13
CC(=O)N1CCc2c(sc3c2c(=O)n(Cc2ccccc2)c(=O)n3Cc2cccc(Cl)c2)C1	.	3	0.4	-2	0.8	4	12	-1	.
COc1cc(F)c(C2=CC(=O)C[C@H](c3ccc4c(c3)OCO4)C2)cc1F	.	0	-0.4	-2	0.5	-1	-22	-4	4
Cc1cc(/C=c2\sc3nc4ccccc4n3c2=O)c(C)n1-c1ccc(C(=O)O)cc1	0	2	0.3	-1	0.9	-3	-7	0	-16
Cc1ccc(C)c(N2CCN(C(=O)c3ccc4c(=O)n5c(nc4c3)CCCCC5)CC2)c1	.	-1	0.9	-5	-0.9	4	-6	8	-11

Pulled by compound from the entries so far:
SMILES	RXFP1 antag	D1 ag	D2 agonist	D1 potentiator	TRHR ag	TRHR PAM	D1 antag	D2 PAM	D2 antagonist
Cc1nn(C)cc1NC(=O)CCSc1nc(-c2ccco2)cc(C(F)(F)F)n1	0	2	1.1	0	0.5	3	0	.	29
COc1ccc(/C(O)=C2/C(=O)C(=O)N(c3nc(C)c(C)s3)C2c2ccco2)cc1 (configuration not stated)	-3	1	-1.9	-6	0.0	2	8	-3	2
CSc1ccc(CCNC(=O)c2cnn(-c3ccccc3)c2-n2cccc2)cc1	.	9	.	2	0.2	2	1	26	.
COc1cccc(C(=O)Nc2ccccc2-c2nnc(-c3cccc(OC)c3)o2)c1	.	3	.	-6	0.0	2	-8	.	.
Cc1cc(C)n(-c2nnc(C)n2N)n1	-4	1	0.1	3	0.0	-1	13	8	-7
Cc1c(Cl)cccc1NC(=O)c1cnc2sc(N3CCOCC3)nn2c1=O	-3	0	-0.2	-4	-0.7	2	-22	12	.
